Bioassay records from PubChem.
Tn6 DDE FP: inhibitors of Tn6 peptide binding to human fibrin DD(E). P02675. Fibrin DD(E) TRITC-Tn6 fluorescence polarization displacement. inhibition, % at 8.3 µM. hit rate 0.21% among 370,000. AID 720509;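 active = inhibition above a per-campaign cutoff: mean of compounds within control limits plus 3 SD, cut at about 15% in these data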;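 note: 0% = median of all compound wells on the plate and 100% = blocking peptide control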
ASAP1 inh: blocks human ASAP1-stimulated Arf1 GTP hydrolysis; GDP FP detection; hit rate 0.19% among 360,000; AID 624377; inhibition, % at 16.5 µM; in the data active = inhibition above about 25%;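 note: 0% = vehicle with enzyme and substrate and 100% = no enzyme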
GAA850 FXN act: increases GAA850 frataxin promoter reporter activity | HEK293 lucGAA850 FXN promoter luciferase reporter, 24 h; percent of 10 µM SAHA response | activation, % at 6 µM | hit rate 0.56% among 360,000;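 active = activation above the average of all compounds screened plus 3 SD, cutoff fixed separately per campaign, cut at about 7.5% in these data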;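 note: 0% = DMSO wells and 100% = 10 µM SAHA wells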
NPR2 activator: GC-B (human) receptor activation; P20594; HEK293-GC-B cells, CNP EC30, cGMP TR-FRET; 0% at EC30 CNP, 100% saturating CNP; activation, % at 10 µM; hit rate 0.11% among 370,000;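 active = activation at 10 µM reaching about 35% in either raw or pattern-adjusted values, limit read from the data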
Target sequence (P20594 whole entry, looked up): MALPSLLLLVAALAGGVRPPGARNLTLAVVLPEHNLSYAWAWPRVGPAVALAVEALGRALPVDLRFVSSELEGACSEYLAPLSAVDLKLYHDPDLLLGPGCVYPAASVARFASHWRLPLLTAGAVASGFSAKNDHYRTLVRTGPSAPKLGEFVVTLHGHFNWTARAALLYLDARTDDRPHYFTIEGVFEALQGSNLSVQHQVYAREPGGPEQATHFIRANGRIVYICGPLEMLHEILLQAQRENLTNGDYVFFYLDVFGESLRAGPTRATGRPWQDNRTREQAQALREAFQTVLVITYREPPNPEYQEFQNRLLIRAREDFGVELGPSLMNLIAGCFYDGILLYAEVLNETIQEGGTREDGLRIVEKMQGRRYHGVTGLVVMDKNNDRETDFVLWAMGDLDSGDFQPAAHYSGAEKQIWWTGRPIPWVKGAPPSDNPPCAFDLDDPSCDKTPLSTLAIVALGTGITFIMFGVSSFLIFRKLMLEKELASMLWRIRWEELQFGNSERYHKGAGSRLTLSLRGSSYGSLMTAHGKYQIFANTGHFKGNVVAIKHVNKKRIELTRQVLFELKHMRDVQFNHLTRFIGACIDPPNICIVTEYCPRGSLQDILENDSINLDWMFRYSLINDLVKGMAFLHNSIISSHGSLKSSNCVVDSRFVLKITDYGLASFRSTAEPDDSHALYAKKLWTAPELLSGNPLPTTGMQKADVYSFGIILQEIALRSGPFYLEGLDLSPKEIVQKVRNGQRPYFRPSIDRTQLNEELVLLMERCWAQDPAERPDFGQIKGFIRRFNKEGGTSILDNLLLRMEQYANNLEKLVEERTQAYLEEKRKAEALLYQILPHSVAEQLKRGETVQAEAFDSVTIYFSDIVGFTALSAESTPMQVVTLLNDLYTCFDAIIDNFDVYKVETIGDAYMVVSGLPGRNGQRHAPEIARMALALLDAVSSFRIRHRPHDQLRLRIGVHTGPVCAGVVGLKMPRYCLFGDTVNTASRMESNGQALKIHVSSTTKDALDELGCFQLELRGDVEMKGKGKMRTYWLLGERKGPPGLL
ARFGAP1 inhibitor: rat ARFGAP1 inhibition | Q62848 | Arfgap1-stimulated ARF1 GTP hydrolysis, GDP FP detection | inhibition, % at 16.5 µM | hit rate 0.26% among 360,000 | AID 651572;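 active = inhibition above a per-plate limit, mean inhibition of low control wells plus 3 SD, cut at about 25% in these data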;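 note: 0% = DMSO wells with enzyme and 100% = wells lacking Arfgap1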
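Material: truncated rat Arfgap1 GAP domain; Incubation: compound-enzyme preincubation 20 min, reaction 120 min, detection 60 min, 25 °C; Read-out: percent inhibition of Arfgap1-stimulated GTP hydrolysis; Technique: FP, GDP Alexa 633 tracer displaced from anti-GDP antibody, 620/688 nm; Controls: No-Arfgap1 wells (100%) versus DMSO full-reaction wells (0%); Replication: single well per compound.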
sPLA2-III inh: Inhibits HGIII-sPLA2 liposome hydrolysis, primary screen; QFRET BODIPY PC-A2 liposome hydrolysis, fluorescence; inhibition, % at 12.2 µM; hit rate 0.56% among 370,000; AID 743126;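 active = inhibition above mean plus 3 SD of compounds lying within the high and low control bounds, cut at about 19% in these data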;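 note: 0% = median of test compound wells and 100% = no enzyme DMSO wells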
KLK7 zymogen act: proKLK7 (human) activation, primary screen. P49862. purified proKLK7, EDANS-DABCYL substrate fluorescence; 100% is mature enzyme control, 0% vehicle. activation, % at 7 µM. hit rate 0.9% among 370,000. AID 652039;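 active = activation above the mean of all tested compounds plus 3 SD, computed per campaign excluding outliers beyond control limits, cut at about 13% in these data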
rCAG RNA binder: molecules binding r(CAG) RNA repeats. r(CAG) RNA repeat, TO-PRO-1 dye displacement fluorescence. inhibition, % at 3 µM. hit rate 1.3% among 370,000;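 active = inhibition above the plate cutoff, the mean of all test compounds on that plate plus 3 SD, cut at about 35% in these data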;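 note: 0% = DMSO alone and 100% = 100 µM mitoxantrone as full dye displacement; higher means more dye released from RNA so lower well fluorescence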
GC-A act: GC-A (human) enzyme activation; P16066; HEK293 GC-A cells, cGMP TR-FRET, EC30 ANP; 0% at EC30 ANP, 100% saturating ANP; activation, % at 10 µM; hit rate 0.14% among 370,000; AID 1671463; in the data active = activation above about 40%
ADAM10 inh: inhibitors of human ADAM10 | recombinant ADAM10, EDANS/DABCYL FRET peptide cleavage, 3 h | O14672 | inhibition, % at 7 µM | hit rate 0.62% among 370,000;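 active = inhibition above a per-campaign cutoff equal to the mean of compounds falling between control-based bounds plus 3 SD, cut at about 20% in these data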;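 note: 0% = DMSO wells while the 100% control is not disclosed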
* = called active by the depositor; i = inactive; . = no result given.

Each structure is followed by: GAA850 FXN act	rCAG RNA binder	GC-A act	ASAP1 inh	sPLA2-III inh	KLK7 zymogen act	ADAM10 inh	ARFGAP1 inhibitor	Tn6 DDE FP	NPR2 activator
1: CCOC(=O)c1cccc(NS(=O)(=O)c2c(C)[nH]c(=O)[nH]c2=O)c1
 : 2.4	9	2	3	0	-0.3	-5	3	1	3
2: C=CCOC(=O)C1=C(C)NC(SCC(=O)Nc2ccc(C)c(Cl)c2)=C(C#N)C1c1ccco1 (stereo not drawn)
 : 4.2	8	-1	3	0	0.1	9	-2	4	0
3: COc1cc(NC(=O)C2CC(=O)N(CCc3ccccc3)C2)cc(OC)c1 (stereo not drawn)
 : -0.7	-4	-3	5	-2	0.4	-11	13	-4	-1
4: CC(C)CC(=O)Nc1ccccc1N1CCCC1
 : -0.7	-1	-2	-2	-1	0.3	2	-14	0	1
5: COc1cc2c(cc1OC)CN(C(=O)CCCOc1ccc(Cl)cc1Cl)CC2
 : 3.5	-4	0	17	-14	1.0	5	-6	2	1
6: O=C(Nc1cc(C(F)(F)F)ccc1N1CCOCC1)C1Cc2ccccc2CN1C(=O)c1ccco1 (stereo not drawn)
 : 2.2	13	-8	6	4	0.2	10	8	-8	-2
7: Cc1ccc(C2=NN(S(C)(=O)=O)C(c3ccc4nccnc4c3)C2)cc1 (stereo not drawn)
 : 3.7	-4	-1	-8	4	-0.9	-3	-5	-3	0
8: CC(=O)c1cccc(NS(=O)(=O)c2cc(-c3cnc(C4CC4)o3)ccc2C)c1
 : -3.8	9	-4	-1	-31	0.0	4	14	1	1
9: CC(C)CCNC(=O)C(c1ccco1)N(CCCO)C(=O)Cn1nnc(-c2ccc(F)cc2)n1 (stereo not drawn)
 : -2.4	-5	-1	1	-14	-0.3	6	9	-5	-3
10: COc1cc(-c2cnc3c(NC=O)cc(-c4ccc(N5CCN(C)CC5)cc4)cn23)cc(OC)c1OC
 : 11*	10	8	5	6	-0.6	-48	22	-2	6
11: CNc1oc(-c2ccc(F)cc2)nc1S(=O)(=O)c1ccccc1
 : 0.4	1	7	-4	-1	0.0	13	-1	4	-8
12: Cc1[nH]nc(-c2ccc(O)cc2O)c1-c1nc2ccccc2s1
 : 5.1	0	35	10	-45	0.3	7	9	-10	10
13: CCN1CCN(S(=O)(=O)c2ccc(OC)c(Br)c2)CC1
 : 0.3	-6	1	-3	3	0.4	-1	5	4	1
14: O=C(O)CC(NC(=O)c1cccc(F)c1)c1ccc(OC2CCCC2)cc1 (stereo not drawn)
 : 0.5	10	6	0	7	0.0	-13	-14	-8	6
15: CCCCNS(=O)(=O)c1ccc2nc(-c3cccnc3)cc(C(=O)NC(C)CC)c2c1 (stereo not drawn)
 : -1.2	2	-8	0	-5	-0.2	-9	-1	-8	4

From compound 14 to 15, as listed above:
Each structure is followed by: GAA850 FXN act	rCAG RNA binder	GC-A act	ASAP1 inh	sPLA2-III inh	KLK7 zymogen act	ADAM10 inh	ARFGAP1 inhibitor	Tn6 DDE FP	NPR2 activator
14: O=C(O)CC(NC(=O)c1cccc(F)c1)c1ccc(OC2CCCC2)cc1 (stereo not drawn)
 : 0.5	10	6	0	7	0.0	-13	-14	-8	6
15: CCCCNS(=O)(=O)c1ccc2nc(-c3cccnc3)cc(C(=O)NC(C)CC)c2c1 (stereo not drawn)
 : -1.2	2	-8	0	-5	-0.2	-9	-1	-8	4

(next part)
Each structure is followed by: GAA850 FXN act	rCAG RNA binder	GC-A act	ASAP1 inh	sPLA2-III inh	KLK7 zymogen act	ADAM10 inh	ARFGAP1 inhibitor	Tn6 DDE FP	NPR2 activator
16: CN(C)CCCn1cnc2c(c1=N)C(c1ccccc1)c1ccc3ccccc3c1O2 (stereo not drawn)
 : -1.0	16	-46	-12	-24	0.4	5	-2	-6	-15
17: CC(C)OCCCNC(=S)N1CCC(C(=O)c2ccc3c(c2)OCCO3)CC1
 : 0.2	-7	-3	9	7	0.2	-1	1	8	-3
18: CC(C)CNC(=O)COc1ccc(Sc2ccc(OCC(=O)NCC(C)C)cc2)cc1
 : -1.6	-3	3	-2	4	-0.1	-9	2	-1	2
19: CCn1c(SCC(=O)OC)nnc1-c1c[nH]c2ccccc12
 : 1.2	0	2	1	3	-0.5	9	-6	-3	-2
20: Cc1ccc(S(=O)(=O)N2CCN(C(=O)CN3C(=O)NC(C)(CCC(C)C)C3=O)CC2)c(C)c1 (stereo not drawn)
 : 1.2	0	-1	9	-10	-0.4	-4	4	8	0
21: CN(C)CCOC(=O)C12CC3CC(C1)CC(C(=O)OCCN(C)C)(C3)C2
 : 0.6	-5	5	8	-2	-0.4	1	9	3	0
22: O=C(CSc1nc2ccc(NC(=O)c3ccccc3C(=O)O)cc2s1)Nc1ccc(F)c([N+](=O)[O-])c1
 : 1.0	17	-1	14	4	-0.7	19	14	-7	-2
23: COc1ccc(NC(=O)CNC(=O)c2nn(-c3ccc(OC)c(Cl)c3)c(=O)c3ccccc23)c(OC)c1
 : -3.7	1	0	11	-1	0.6	0	14	1	-3
24: COc1cccc(OCc2nc3ncc(Br)cc3[nH]2)c1
 : 4.8	-3	-14	0	3	-0.8	4	3	5	-8
25: Cc1noc(C)c1CSc1ccccc1C(=O)N1CCN(c2ccccc2)CC1
 : -1.0	-7	-3	-8	-13	0.8	3	-11	5	4
26: CC(=O)Nc1ccc(-c2csc(NNC(=O)c3ccccc3)n2)cc1
 : 0.1	19	-2	8	33*	0.1	3	-10	-26	-4
27: O=C(CCN1C(=O)[C@H]2CC=CC[C@H]2C1=O)NCc1nc(-c2ccc(Cl)cc2)no1
 : 0.8	0	-1	-9	-4	0.6	-3	-2	5	2
28: CCOC(=O)c1c(C)[nH]c(C)c1S(=O)(=O)NCC1CCN(Cc2ccccc2F)CC1
 : 3.0	-5	-5	-2	-24	-0.8	-1	0	-2	4
29: O=C(Nc1cccc(C(=O)N2CCN(Cc3ccccc3)CC2)c1)c1ccccc1
 : 0.4	-2	0	-6	-9	0.7	12	-5	0	2
30: O=C(NC1CCCC1)C(c1ccccc1)n1c(-c2ccc3c(c2)CCO3)nc2ccccc21 (stereo not drawn)
 : .	3	-16	-6	6	0.2	-5	13	-6	-14
31: O=C(CCNS(=O)(=O)c1cccc2nsnc12)NCc1cccs1
 : 0.6	1	-1	-4	0	-0.3	4	-10	-6	-1
32: Cc1cccc(C(CC(=O)O)n2cccc2)c1 (stereo not drawn)
 : 1.7	8	0	6	-1	-0.5	12	1	-4	-3
33: CC1=NCCN1S(=O)(=O)c1cccc([N+](=O)[O-])c1
 : -0.8	-1	-2	-18	-1	0.2	3	-6	1	4
34: CCOc1ccccc1NC(=O)Cn1nnc(C(=O)NCCc2ccc(OC)c(OC)c2)c1N
 : 2.9	-4	3	-14	-8	0.4	-2	-17	-8	6
35: CC(C)(C)OC(=O)N1Cc2ccccc2C[C@H]1C(=O)NCC(=O)NCC1CCCO1 (stereo partly drawn)
 : -0.3	-6	1	-3	1	-0.1	5	-3	-5	-1
36: C[C@H](O)[C@@H]1C(=O)N2CCc3c([nH]c4c(-c5ccccc5)cccc34)[C@@H]2C[C@@H]1N(C)C(=O)c1cc(Cl)cc(Cl)c1
 : .	8	-12	-5	-5	-0.7	-44	-1	-9	-7
37: CC(C)Cc1cc(C(=O)Nc2cc(Cl)ccc2Cl)no1
 : -1.4	-2	-8	7	12	0.3	-5	5	3	-1
38: CC(C)(CNC(=O)/C=C/c1ccc(F)cc1)CNC(=O)/C=C/c1ccc(F)cc1
 : 0.1	-2	-6	2	-35	0.0	11	6	-7	-3
39: CCCCn1c(NC(=O)c2ccco2)c(S(=O)(=O)c2ccc(C)cc2)c2nc3ccccc3nc21
 : 2.4	59*	1	-5	-39	-1.7	i	-6	5	1
40: CC1CN(c2nc3ccccc3nc2SCC(=O)N2CCN(S(=O)(=O)c3ccccc3)CC2)CC(C)O1 (stereo not drawn)
 : .	9	2	.	-4	-2.6	0	.	-1	7
41: CCOc1ccc2nc(N3C(=O)CNC3=S)sc2c1
 : 3.0	1	2	16	0	0.3	-8	8	2	-1
42: CC(=O)c1cccc(NC(=O)C2CCCN(S(=O)(=O)c3ccc(F)cc3)C2)c1 (stereo not drawn)
 : 0.1	-1	-2	17	-10	0.7	3	-6	2	-6
43: Cc1[nH]ccc2c1[nH]c1cc(=O)ccc12
 : -2.4	-3	12	-4	4	-0.8	i	-3	-7	-8
44: CC1(C)NC(=O)N(CC(=O)NNC(=O)c2ccccc2F)C1=O
 : 1.5	4	2	-7	1	0.3	0	-7	-2	-3
45: O=C(NC1CCCC1)c1nc2c(nnn2Cc2cccc(Cl)c2)c(=O)[nH]1
 : -3.7	17	-3	4	-12	0.1	2	-1	6	0
46: O=C(c1cccs1)c1coc2ccc(O)c(CN3CCOCC3)c12
 : 1.5	-3	-5	-2	-12	1.0	2	-11	0	1
47: O=S(=O)(c1ccc(Oc2ccc(F)c(Cl)c2)nc1)N1CCOCC1
 : 0.8	-5	0	5	-3	0.6	4	-5	-2	-1
48: COc1cccc(CNC(=O)CSc2nc3ccc(C)cc3[nH]2)c1
 : 4.7	-4	-1	8	0	0.3	8	5	-4	4
49: COc1ccc(/C(C)=N/NC(=O)c2nnn(-c3nonc3N)c2CN(C)c2ccccc2)cc1
 : 5.0	3	-1	6	-4	0.0	0	5	4	-2
50: NC(=O)c1ccc(NC(=O)c2cc(S(=O)(=O)N3CCCCC3)ccc2N2CCOCC2)cc1
 : 0.9	2	-2	-5	6	0.4	-9	-4	13	2
51: COc1ccc(CNC(=O)/C=C/c2ccc(S(=O)(=O)NCc3ccco3)cc2)cc1OC
 : -0.2	5	-6	11	-16	1.0	7	-4	-3	3
52: Cc1cc(=O)oc2ccc(OCC(=O)NCc3ccco3)cc12
 : -1.8	-2	0	2	-5	-0.3	-56	3	0	-4
53: Cc1ccccc1-c1nc(CS(=O)CC(=O)NC2CC2)c(C)o1 (stereo not drawn)
 : -0.9	-2	-1	-10	1	-0.1	0	9	4	6
54: C=CCN(CC#Cc1ccccc1)CC1CC1
 : .	-1	-2	.	4	-0.4	0	.	-1	3

Compounds as they come. About 4.5% of those tested had a hit in this group.
